# Lipid droplet – modulators of hepatic lipid droplet formation | AML12 mouse hepatocytes, oleate lipid droplets, BODIPY imaging | inhibition, % at 6.5 µM | hit rate 0.4% among 240,000 | AID 1656;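 active = lipid droplet intensity inhibited by at least 50%, with more than 500 cells counted; inconclusive = wells with under 300 cells, treated as cytotoxic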
#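 Assay system: AML12 mouse liver cells | Compound dosing: One dose, 6.5 µM compound | Read-out basis: Droplet intensity reduction, % inhibition | Measured by: Fluorescence imaging, 20x objective, two fields per well | Schedule: Overnight treatment with compound plus oleate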
# MT stabilize HCS – stabilizes microtubules in HeLa cells | HeLa tubulin immunostaining HCS, 24 h; share of cells brighter than vehicle mean+2SD | % tubulin-high responders, % at 10 µM | hit rate 0.83% among 200,000 | AID 2205;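 active = plate Z-score above 3 for both tubulin-high and condensed-nucleus cell shares, with cell loss under 80%, at 10 µM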;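 also: anti alpha tubulin signal scored within the nucleus-defined area of each cell; some results filed as inactive read as strong as hits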
# T cell modulator – T cell immune modulators affecting CD8 T cell-vesicle binding; 2C CD8+ T cell-vesicle binding, flow cytometry; hits give low values; calls only at 7 µM; hit rate 0.068% among 330,000;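 active = response, share of CD8 T cells binding vesicles, and their 90th percentile fluorescence all below set limits, cut at about 80% in these data, passing the limit was not always enough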
#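 Material: murine 2C transgenic CD8+ T lymphocytes / Also added: QL9-peptide-loaded Drosophila micro-vesicles bearing Ld, ICAM-1 and B7-1 / Schedule: binding step 1.5 h, 37 °C, antibody labelling 20 min, ice / Signal: flow cytometry, PE anti-B7-1 (FL2) versus Alexa647 anti-CD8 (FL8), PFA-fixed / Evaluation: percent CD8+ FL2 mean versus row control / Benchmarks: naked versus QL9-loaded vesicles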
# bCat nuc transl – modulators of beta-catenin nuclear translocation | HeLa beta-catenin nuclear translocation, immunofluorescence imaging | nuclear translocation activity, % at 5 µM | hit rate 0.3% among 190,000 | AID 1665;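 active = nuclear translocation activity above 50% at 5 µM, with a well cell count of 50 or more; inconclusive = wells under 50 cells across six images, flagged as toxic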;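 also: per-cell ratio of nuclear to cytoplasmic median beta-catenin stain intensity; plate controls were DMSO negative control for no effect and GSK-3 inhibitor IX positive control for full effect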
#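 Test system: human HeLa cells, endogenous beta-catenin. Times: 24 h compound exposure, 37°C. Measured by: beta-catenin immunofluorescence imaging with DAPI.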
# Myeloid diff MLP – compounds promoting myeloid differentiation; ER-HoxA9 myeloid progenitors, lysozyme-GFP differentiation, flow cytometry; calls only at 10 µM; hit rate 1% among 360,000; AID 624256;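 active = normalized GFP-positive differentiation at or above the plate's own cutoff, the solvent-only control mean plus 3 SD; inconclusive = no clear call, values can overlap the other calls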;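 also: cells exposed to compound for four days before flow analysis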
# human PMI inhibition – inhibitors of human PMI, primary screen, biochemical, fluorescence intensity, coupled assay (AID 1209); purified PMI enzyme, coupled fluorescence intensity; higher % means a stronger effect; inhibition, % at 20 µM; hits with a dose series show IC50 in µM; hit rate 0.42% among 190,000; in the data active = inhibition above about 50%;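 also: plate controls were DMSO vehicle for no effect and wells lacking substrate for full effect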
# TNAP activators – stimulation of alkaline phosphatase TNAP activity – biochemical, luminescent, no phosphate acceptor, uHTS, primary screen (AID 1001) | purified TNAP, luminescent activation assay, no phosphate acceptor; higher activation fold means a stronger effect | one-dose activation fold at 20 µM; EC50 in µM for titrated hits | hit rate 0.03% among 200,000; in the data active = activation fold from about 3, or a potency from the dose series; inactive = the rest, 99 in 100 with activation fold below about 1.6; also: many of its hits are not listed in these tables
# Insulin prom up – MIN6 insulin promoter up-regulation; hit rate 0.3% among 190,000; z-score at 5 µM; AID 1625; MIN6 insulin promoter-GFP reporter, high-content imaging; hits give high values;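 active = z-score above 3 at 5 µM with at least 500 cells counted in the well; inconclusive = wells under 500 cells, flagged as cytotoxic or low count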
# Dynein cargo inh – blocks dynein driven cargo transport along microtubules. z-score, hits read low. 3617.4 mouse cells, GR-EGFP nuclear translocation imaging; test concentration mostly 20 µM; stimulated with dexamethasone, 1 µM; hits give low values. hit rate 0.47% among 220,000;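 active = plate z-score of nuclear minus cytoplasmic receptor signal below a set negative limit, without overly bright fluorescence or cell loss, cut at about -3.5 in these data, passing the limit was not always enough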;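 also: z-score of nuclear minus cytoplasmic ring GR-EGFP intensity difference per well; some compounds called inactive have numbers as strong as hits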
#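 medium = tetracycline-free induction medium containing charcoal-stripped FBS | also added = 1.0 µM final dexamethasone stimulus | schedule = 48 h induction, 1 h compound, 30 min dex at 37 °C | technique = fixed, Hoechst-stained cells imaged at 10x for EGFP | measure = GR-EGFP nuclear translocation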
# Dynein cargo inh cytoplasmic EGFP – also measured in Dynein cargo inh; calls as there; z-score; measured here: cytoplasmic GR-EGFP intensity; hits give high values
# Dynein cargo inh nuclear GR-EGFP – also measured in Dynein cargo inh; calls as there; z-score; measured here: nuclear GR-EGFP intensity;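 lower value marks the stronger effect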
# Dynein cargo inh cell count – also measured in Dynein cargo inh; calls as there; z-score; measured here: cell count per field
# Insulin prom up cell count – second read-out of Insulin prom up, no call of its own (marks repeat the call); cell count; measured here: cytotoxicity, nuclei count;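 total cells summed across four imaged fields per well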
# Lipid droplet cells 6.5 µM – recorded beside Lipid droplet, whose call it bears; cell count; measured here: cell count, cytotoxicity flag;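 cells counted across two imaged fields per well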
# bCat nuc transl cell count 5 µM – further read-out of bCat nuc transl, marked with its call; cell count; measured here: cell count, cytotoxicity flag
# T cell modulator vesicle-bound % – also measured in T cell modulator; calls as there; double positive events, %; measured here: CD8+ vesicle-bound cell fraction;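 binding gate set so that unloaded-vesicle control wells show 10% double positive cells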
# MT stabilize HCS Hoechst-high % – also measured in MT stabilize HCS; calls as there; % Hoechst-high responders; measured here: nuclear condensation Hoechst responders;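 share of cells brighter than vehicle mean plus two SD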
# MT stabilize HCS cytotoxicity % – recorded beside MT stabilize HCS, whose call it bears; toxicity, %; measured here: cytotoxicity by cell density;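 0% = mean cell density of plate MIN control wells and 100% = no cells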
# Myeloid diff MLP GFP+ MAC1+ % – further read-out of Myeloid diff MLP, marked with its call; GFP+ MAC1+ double positive, %; measured here: differentiation confirmed by MAC1 staining
# An asterisk follows results filed as active; i = inactive; u = inconclusive; x = not tested or not shown.
SMILES,Lipid droplet,Lipid droplet cells 6.5 µM,MT stabilize HCS,MT stabilize HCS Hoechst-high %,MT stabilize HCS cytotoxicity %,T cell modulator,T cell modulator vesicle-bound %,bCat nuc transl,bCat nuc transl cell count 5 µM,Myeloid diff MLP,Myeloid diff MLP GFP+ MAC1+ %,human PMI inhibition,TNAP activators,Insulin prom up,Insulin prom up cell count,Dynein cargo inh,Dynein cargo inh cytoplasmic EGFP,Dynein cargo inh nuclear GR-EGFP,Dynein cargo inh cell count
S=C(Nc1ccccc1Cl)N(CCCN1CCOCC1)Cc1ccccn1,4.4,742,2.7,1.4,3.6,i,4.3,-1.2,1116,i,0.3,6.8%,1.1,0.37,1306,-0.669,-0.272,-0.356,0.0326
Cc1cc(/C=N/NC(=O)c2cccs2)c(C)n1-c1cnccn1,2.6,732,2.3,2.6,7.8,i,66.6,-0.2,1132,i,0.1,10.4%,1,0.33,1340,-0.961,-0.257,-0.354,0.886
COc1cccc(NC(=O)C2(S(=O)(=O)c3ccc(Cl)cc3)CC2)c1,-18.6,680,x,x,x,i,11.1,0.3,1338,i,0.4,x,x,0.19,1146,-0.234,-0.0726,0.405,0.299
O=C(NN1C(=O)C2C3C=CC(C4CC34)C2C1=O)c1ccc(Cl)cc1 (stereo not drawn),x,x,2.1,1.3,4.4,i,53.2,0.3,1344,i,0.5,7.9%,1.1,1.47,1468,3.56,0.376,2.43,-1.6
CCOC(=O)C1=C(c2ccccc2)NC(=O)NC1c1cc(Br)c(O)c(OC)c1 (stereo not drawn),-6.8,586,4.0,1.4,5.5,i,26.2,2.0,1009,i,1.1,-3.9%,1,0.96,1641,-0.257,-0.333,-0.322,0.238
COc1ccccc1C(=O)NCC(=O)N/N=C/c1ccc([N+](=O)[O-])cc1,0.1,754,1.9,1.8,10.3,i,65.7,2.9,1092,i,0.3,-9.0%,1,-0.3,1219,0.414,-0.381,-0.151,0.258
C[C@@H]1Cc2c(O)c(O)cc(O)c2C(=O)O1,-19.5,593,x,x,x,i,25.9,0.9,1168,i,2.1,x,x,0.56,781,0.704,-0.74,1.01,-0.614
Nc1nc(Cl)cc(N2CCCC2)n1,9.8,640,2.6,1.4,4.5,i,51.7,-1.5,1032,i,0.5,26.7%,1.1,0.08,1540,0.238,-0.313,0.48,0.669
COc1ccccc1CN1C(=S)SC(C)(C)C1NO (stereo not drawn),-9.1,744,1.3,1.2,5.5,i,10.8,-1.5,1007,i,0.8,13.2%,1.1,-0.21,1253,0.989,-0.268,0.68,-0.0541
C/C(=N\O)C(=O)NCc1ccncc1,x,x,3.2,3.0,6.2,i,55.8,-1.7,938,i,0.5,2.9%,1.1,0.98,1287,-0.895,-0.311,-0.156,0.737
Cc1ccccc1COc1ccc(/C=C(\C#N)C(N)=O)cc1,15.0,670,4.7,1.6,8.2,i,55.0,-1.0,1096,i,0.3,-2.7%,1,0.72,1636,3.42,-0.165,1.71,-1.67
CN1C(=O)CSC1=NCC12CC3CC(CC(C3)C1)C2,-0.1,746,3.0,1.7,1.1,i,33.3,-2.9,1269,i,5.4,48.2%,1,0.28,929,-0.235,-0.0604,-0.174,0.312
O=C1C=C(NCc2ccccc2)CCC1,0.0,679,3.3,1.9,8.4,i,33.6,1.1,1153,i,0.2,6.6%,1.1,-0.08,1401,-0.223,-0.234,0.0146,0.241
CCC(C(=O)Nc1ncccn1)(C(F)(F)F)C(F)(F)F,-7.2,689,2.6,1.2,3.3,i,47.0,-1.4,1057,x,x,10.1%,1.1,0.05,1879,-0.0065,0.0725,0.0697,-0.412
CC(=O)N(C)C1(c2nnnn2CCOC(=O)Nc2ccc(Cl)cc2)CCCCC1,-4.5,716,3.0,1.3,7.7,i,45.7,x,x,i,0.3,11.7%,1.2,-0.1,1354,-0.00282,-0.174,0.337,0.359
CCC(=O)NC(c1ccc(OC)cc1)c1cc(Cl)c2cccnc2c1O (stereo not drawn),-3.9,696,1.6,0.8,12.3,i,33.7,-0.2,1565,u,x,x,1,-0.39,1425,0.0105,-0.159,0.192,-0.688
Clc1ccc(-c2nc(N3CCCCC3)nc3ccccc23)cc1,8.2,759,3.6,2.0,8.4,i,43.6,-2.3,1203,i,0.2,5.0%,1.5,-0.49,991,-0.404,0.162,-0.289,1.07
Cc1cc(/C=C2/NC(=O)N(Cc3ccccc3F)C2=O)c(C)n1-c1ccccn1,-9.6,731,5.4,4.2,2.6,i,33.3,x,x,i,0.9,-30.2%,1,0.33,1282,0.721,-0.267,0.523,-0.894
CCOC(=O)c1ccc(S(=O)(=O)N(CCO)Cc2cc3cc(OC)c(OC)cc3[nH]c2=O)cc1,-1.0,757,x,x,x,i,47.7,-1.4,1280,i,0.1,x,x,-0.14,1081,-0.621,-0.0688,0.178,-0.589
Cn1c(Sc2ccc(Br)cc2)c(C=O)c2ccccc21,x,x,2.9,1.5,5.6,i,43.0,1.1,1354,i,0.5,8.7%,1.1,0.13,1504,-0.862,-0.201,-0.732,0.114
O=C(Oc1ccccc1C(=O)N1CCOCC1)c1ccc(Br)cc1,19.8,432,1.1,1.2,6.6,i,19.8,-4.0,1067,i,0.9,4.6%,1.1,-0.52,1067,0.621,-0.104,0.724,-0.914
COc1ccc(OC)c2[nH]c(=O)c(CCNC(=O)c3ccc(S(=O)(=O)N(C)C)cc3)cc12,x,x,4.8,3.4,6.1,i,52.8,0.9,1327,i,0.9,18.8%,1.1,-0.11,1318,0.202,-0.292,0.228,0.07
c1ccc(-n2c(Cc3cn4ccsc4n3)nnc2N2CCOCC2)cc1,x,x,2.5,1.6,0.6,x,x,1.2,1136,i,1.8,-23.8%,1.1,-1.59,1027,-0.454,-0.169,-0.0615,0.568
O=C(Nc1cc(N2CCOCC2)ncn1)NC1(C(F)(F)F)Oc2ccccc2O1,-3.7,758,4.8,1.9,4.5,i,28.6,4.3,911,i,3.1,35.5%,0.8,x,x,-0.644,-0.0314,-0.477,0.645
CCSc1nnc(NC(=O)CSc2nc3c(c(=O)n2-c2ccccc2)SCC3)s1,-2.4,715,3.9,2.9,4.7,i,43.6,-0.4,1145,i,3.9,17.6%,1.1,0.44,1277,-0.389,-0.265,-0.221,0.541
Cc1ccc(N2CCN(C(=O)CNS(=O)(=O)c3ccc(Br)s3)CC2C)cc1 (stereo not drawn),x,x,5.1,3.5,7.3,i,66.5,0.3,1284,i,1.8,8.6%,1,0.31,1550,-0.609,-0.284,-0.108,-0.0423
CC1(C)Cc2ccccc2-c2nnc(-c3ccccc3)n21,-0.9,768,2.1,3.2,7.8,i,27.7,-1.1,1021,i,1.1,12.7%,1,0.04,1293,0.14,-0.234,0.343,1.39
COc1cc(C2C(C#N)=C(N)OC3=C2C(=O)CC(C)(C)C3)c([N+](=O)[O-])cc1OC (stereo not drawn),x,x,1.7,1.2,4.9,i,57.0,0.3,1384,i,0.7,21.8%,1,-0.4,1741,-0.651,-0.152,-0.368,0.513
O=C(COc1ncnc2sccc12)N1CCN(c2ccccc2)CC1,8.9,726,x,x,x,i,53.3,1.9,1227,i,0.3,x,x,-0.6,1055,-0.404,-0.217,-0.171,0.775
CN(CC1COc2ccccc2O1)C(=S)Nc1ccccc1F (stereo not drawn),-0.2,670,4.3,2.7,2.6,i,50.7,-0.6,1059,i,0.5,1.5%,1.1,-1.41,1298,0.565,-0.255,0.416,0.458
O=c1c2cnn(-c3ccccc3)c2nc(-c2ccco2)n1-c1ccccc1,-14.6,696,2.8,1.9,45.6,i,52.5,x,x,i,2.9,13.3%,1.1,0.37,1169,-0.601,0.216,0.0898,-0.493
Brc1ccc(-c2cn3nc4c(nc3n2)CCCC4)cc1,-9.4,741,1.4,1.7,6.0,i,46.4,3.0,1052,i,0.7,-51.5%,1.1,x,x,2.48,0.449,1.53,-0.54
Cc1cccc(NC(=O)Cn2c([N+](=O)[O-])cnc2C)c1C,3.9,571,3.6,3.0,5.9,i,48.6,-1.1,1176,x,x,11.1%,1.1,0.18,1439,1.03,-0.23,1.23,-1.77
O=S(=O)(c1ccc(NC(=S)N2CCN(c3ccc(O)cc3)CC2)cc1)N1CCOCC1,5.7,737,6.0,3.0,5.7,i,29.0,-0.5,1113,i,0.2,26.0%,1,-0.85,1274,-0.957,-0.335,-0.439,1.41
COc1cc(C(O)c2nc3ccccc3n2C)cc(OC)c1OC (stereo not drawn),x,x,6.4,3.4,5.8,i,40.0,-0.3,1314,i,0.2,-6.1%,1,-0.43,1130,-0.148,-0.141,-0.146,-0.674

# Source: PubChem (several laboratories)
